GLD-1 TGE inh = GLD-1/TGE RNA complex disruptors, primary screen, biochemical, fluorescence polarization; purified GLD-1 + fluorescein TGE RNA; 0.44% of 320,000 active; Female germline-specific tumor suppressor gld-1 (Caenorhabditis elegans), Q17339; inhibition, % at 5.96 µM;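 active = percent inhibition above a per-plate cutoff, the plate mean of test compounds plus 3 SD, cut at about 30% in these data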;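 note: 0% = DMSO wells with GLD-1 and probe and 100% = wells lacking GLD-1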
Target sequence (Q17339 whole entry, looked up): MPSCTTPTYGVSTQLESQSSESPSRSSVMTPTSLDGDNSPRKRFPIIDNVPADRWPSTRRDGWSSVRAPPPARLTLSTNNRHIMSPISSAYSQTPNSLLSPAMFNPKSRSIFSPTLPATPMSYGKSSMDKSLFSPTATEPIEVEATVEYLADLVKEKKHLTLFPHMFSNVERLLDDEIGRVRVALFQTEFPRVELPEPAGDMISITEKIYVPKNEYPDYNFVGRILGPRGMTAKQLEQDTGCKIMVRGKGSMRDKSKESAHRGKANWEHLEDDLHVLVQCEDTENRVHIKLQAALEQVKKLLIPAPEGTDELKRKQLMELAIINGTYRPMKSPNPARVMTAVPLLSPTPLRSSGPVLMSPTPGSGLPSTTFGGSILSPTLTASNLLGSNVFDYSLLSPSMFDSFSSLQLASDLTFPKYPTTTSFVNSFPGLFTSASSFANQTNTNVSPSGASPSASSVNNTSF
MEX-5 binding = MEX-5 zinc finger RNA-binding disruptors – biochemical, C. elegans, fluorescence polarization, MLPCN library, primary screen. Zinc finger protein mex-5 (Caenorhabditis elegans), Q9XUB2. MEX-5/FITC-TCR2 RNA binding; active compounds read low. activity score (negative = inhibition of binding), % at 10 µM. 0.38% of 300,000 active;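 active = inhibition past about -25% in most replicates, and total fluorescence under double the plate's negative control median, limit read from the data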;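 note: 0% = DMSO and -100% = 5 µM competing unlabeled TCR2 RNA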
BCLXL inh = inhibitors of human Bcl-xL, primary screen, biochemical, fluorescence polarization, HTS; GST-Bcl-xL / FITC-Bim BH3 peptide fluorescence polarization; 0.7% of 320,000 active; inhibition, % at 10.9 µM; Bcl-2-like protein 1 (Homo sapiens), Q07817; AID 2129, 2009;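 active = inhibition above the mean of all tested compounds plus 3 SD, cutoff set per campaign, cut at about 30% in these data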;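 note: 0% = DMSO wells and 100% = unlabeled Bim-BH3 peptide competitor; inhibitors lower millipolarization by displacing the labeled peptide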
Target sequence (Q07817 whole entry, looked up): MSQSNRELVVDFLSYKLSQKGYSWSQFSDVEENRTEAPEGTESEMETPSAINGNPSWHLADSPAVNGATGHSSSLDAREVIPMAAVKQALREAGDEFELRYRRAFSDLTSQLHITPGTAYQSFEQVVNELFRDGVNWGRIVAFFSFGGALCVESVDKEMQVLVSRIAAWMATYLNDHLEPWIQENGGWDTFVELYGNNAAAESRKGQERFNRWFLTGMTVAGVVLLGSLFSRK
Efflux pump mplx = inhibitors of Candida efflux pumps in yeast, primary screen, S. cerevisiae, Nile Red, multiplex; AID 485275, 2010; S. cerevisiae Candida pump triplex; inhibition, % at 10 µM; 0.44% of 330,000 active;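 active = plate passing quality check with inhibition over a set limit, or well fluorescence over plate mean plus 4 SD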;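 note: Nile Red retained in pooled yeast measured as flow cytometry median fluorescence; 0% = buffer negative control and 100% = Enniatin B positive control; higher means more Nile Red kept so more efflux inhibition; some compounds called inactive have numbers as strong as hits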
Fam108B inh = mouse Fam108B serine hydrolase inhibitors, primary screen, counter-screen for RBBP9 inhibitor project, biochemical, fluorescence polarization. recombinant Fam108B, FP-Rh probe fluorescence polarization. inhibition, % at 9.51 µM. 0.33% of 300,000 active;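 active = inhibition above the screen mean inhibition plus 3 SD, computed separately per campaign, cut at about 18% in these data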;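 note: inhibitors lower polarization as less probe binds the enzyme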
MCL1-BIM inh = inhibitors of MCL1 binding to BIM-BH3, primary screen, biochemical, fluorescence polarization. Induced myeloid leukemia cell differentiation protein Mcl-1 (Homo sapiens), Q07820. GST-MCL1 / FITC-Bim-BH3 fluorescence polarization. inhibition, % at 10.9 µM. 0.68% of 320,000 active. AID 2057, 2009;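 active = inhibition above the mean inhibition of all tested compounds plus 3 SD, set per campaign, cut at about 40% in these data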;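 note: 0% = DMSO wells and 100% = unlabeled Bim-BH3 peptide control; higher means more loss of mP so more displacement of Bim peptide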
GRK2 inh = compounds blocking aptamer binding on GRK2 – biochemical, human GRK2, bead flow cytometry, HTS, primary screen. Beta-adrenergic receptor kinase 1 (Homo sapiens), P25098. FAM-aptamer displacement from GRK2. inhibition of aptamer binding, % at 10 µM. 0.59% of 330,000 active;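 active = inhibition of aptamer binding above 40%, roughly 3 SD of noise, on plates passing a quality check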;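 note: median bead fluorescence of bound FAM aptamer so fluorescent compounds give negative values; no value below 0 was filed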
VLA-4 inh = inhibition in human VLA-4 binding assay, primary screen, VLA-4 allosteric modulator project, MLPCN library, flow cytometry, VLA-4 expressing cells; ligand binding flow cytometry; Integrin alpha-4 (Homo sapiens), P13612; inhibition, % (about 7 µM as worked out from the volumes in the protocol); 0.2% of 330,000 active; in the data active = inhibition above about 50%
PME-1 primary = PME-1 inhibitors via competitive probe labeling, primary screen, biochemical, fluorescence polarization, FP-Rh probe, HTS | Protein phosphatase methylesterase 1 (Homo sapiens), Q9Y570 | 0.53% of 320,000 active | inhibition, % at 5.9 µM | recombinant PME-1 | AID 2130, 2009;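 active = inhibition above the campaign mean of all compounds plus 3 SD, cut at about 26% in these data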;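 note: competitive labeling of PME-1 active site by serine hydrolase directed probe; 0% = PME-1 with DMSO and 100% = wells lacking PME-1 enzyme; inhibitors block probe labeling so polarization falls and inhibition rises; many of its hits are not listed in these tables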
Target sequence (Q9Y570 whole entry, looked up): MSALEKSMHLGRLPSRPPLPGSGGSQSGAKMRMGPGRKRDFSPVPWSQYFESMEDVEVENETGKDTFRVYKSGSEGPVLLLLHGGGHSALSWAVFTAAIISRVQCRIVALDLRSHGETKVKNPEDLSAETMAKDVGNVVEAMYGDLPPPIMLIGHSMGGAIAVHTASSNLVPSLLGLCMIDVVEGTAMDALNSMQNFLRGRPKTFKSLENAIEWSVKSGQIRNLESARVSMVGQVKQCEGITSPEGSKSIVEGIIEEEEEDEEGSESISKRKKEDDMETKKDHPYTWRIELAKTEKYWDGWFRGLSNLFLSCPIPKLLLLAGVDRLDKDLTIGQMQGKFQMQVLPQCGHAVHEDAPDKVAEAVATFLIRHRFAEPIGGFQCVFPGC
The depositor's hits bear a star; nt = no result given. The list is partial. The share of hits here may be higher or lower than overall.

SMILES	GLD-1 TGE inh	MEX-5 binding	BCLXL inh	Efflux pump mplx	Fam108B inh	MCL1-BIM inh	GRK2 inh	VLA-4 inh	PME-1 primary
CC(=O)c1cccc(NC(=O)CCCOc2ccc(C)cc2)c1	-2.6	-0.9	3.2	0.1	0.6	3.5	3.0	12.9	-0.5
N#CCCn1cc(C(CC(=O)c2ccc(Br)cc2)C(=O)O)c2ccccc21 (stereo not drawn)	2.6	-0.5	3.6	0.0	-0.1	2.6	14.0	13.1	6.7
Cc1cc(O)c(C(=O)/C=C/c2ccc(Cl)cc2)c(=O)o1	-10.2	-0.6	1.0	0.2	-9.9	0.5	1.0	-2.9	-9.5
CC(C)N1CCc2c(sc(NC(=O)c3cc(-c4cccs4)nc4ccccc34)c2C(N)=O)C1	-44.0	0.5	-40.9	0.1	-5.0	-47.2	0.0	0.0	-3.2
Cc1cc(NC(=O)C2Oc3ccccc3OC2C)no1 (stereo not drawn)	8.4	-0.3	0.0	-0.4	0.6	3.7	1.0	3.4	1.9
CCOc1ccc2nc(N3CCCC(C(=O)NCCCN4CCOCC4)C3)sc2c1 (stereo not drawn)	5.9	1.5	6.1	-0.1	-0.7	3.5	0.0	9.0	0.7
CC(Cc1cccs1)NC(=O)Nc1cccc(Cl)c1 (stereo not drawn)	-3.6	0.6	4.8	-0.1	2.7	2.1	1.0	-7.5	-2.0
COc1ccc(/C=N/N2CCN(C3c4ccccc4-c4ccccc43)CC2)cc1OC	5.8	-4.1	1.3	-3.5	1.3	-0.4	1.0	3.8	-1.2
Cc1ccc(S(=O)(=O)NCC(=O)OCC(=O)N2N=C(c3ccc(Cl)cc3)CC2c2ccco2)cc1C (stereo not drawn)	0.2	0.3	5.5	0.3	-8.2	7.4	3.0	4.1	-7.1
CCN(CC)C(=O)CN(C#N)c1nc(NC(C)C)nc(NC(C)C)n1	9.9	0.6	-6.0	-0.1	-1.2	-9.6	1.0	-0.5	-6.2
CC(SCC(=O)Nc1ccc(S(=O)(=O)N2CCCCC2)cc1)C(=O)O (stereo not drawn)	-1.9	-0.8	-0.8	-0.1	5.7	5.5	0.0	-21.5	4.2
OC(CSc1ccccc1Cl)CN1CCN(c2ccccc2F)CC1 (stereo not drawn)	4.5	-1.1	6.6	-0.1	-1.6	-0.9	0.0	0.2	-2.9
Cc1ccc(Nc2nc(-c3ccc(S(=O)(=O)N4CCOCC4)cc3)cs2)cc1Cl	3.3	nt	0.7	-0.1	0.2	-3.7	0.0	-11.5	-5.6
NNC(=O)c1c[nH]c2ccc(OCc3ccccc3)cc12	-7.4	nt	-2.6	0.0	-14.5	1.3	0.0	15.8	-51.2
CC(C)CN(C(=O)CN(C)C(=O)Cc1ccc(Cl)cc1)c1c(N)n(CC(C)C)c(=O)[nH]c1=O	-2.0	-2.4	2.7	0.0	2.1	2.2	2.0	-1.3	-6.2
COc1cc(C)c(CNc2cc(C)cc(C)c2)cc1C	1.2	-0.3	0.1	0.0	1.0	-2.4	0.0	-17.7	4.3
COC(=O)c1sc(=S)sc1C(=O)OC	-3.5	1.8	4.5	1.2	0.3	7.5	1.0	6.2	5.2
Cc1ccc(/C(O)=C/C(=O)C(=O)NC23CC4CC(CC(C4)C2)C3)cc1	0.6	2.4	-0.7	0.1	2.1	6.0	0.0	10.9	-0.6
Cc1cc(NC(=O)Cc2ccccc2)nc2c1c(=O)oc1ccccc12	1.3	0.9	-6.9	-0.3	-4.2	-7.3	0.0	-4.7	-0.7
Cc1[nH]c2ccccc2c1CCNC(=O)c1ccc2c(c1[N+](=O)[O-])C(=O)c1ccccc1C2=O	-2.2	1.7	8.9	-0.1	17.9	4.8	0.0	-9.1	30.1*
CSCCC(CO)NC(=O)OCc1ccccc1 (stereo not drawn)	-1.9	-1.7	2.4	0.1	-1.5	3.2	2.0	4.7	-1.8
O=C1Nc2ccccc2C12OCCS2 (stereo not drawn)	0.6	0.2	-0.9	-0.4	5.4	5.6	0.0	-0.3	-1.5
Nc1nc(N)c2[nH]cnc2n1	3.6	-9.0	9.4	0.2	-3.7	-1.4	5.0	-11.2	0.5
Nc1ccnn1Cc1cccs1	2.6	0.4	0.5	0.2	0.9	2.4	2.0	25.3	7.7
Cc1cc(NC(C)C)n2c(nc3ccccc32)c1C#N	2.3	0.5	-2.1	-0.1	-3.4	-9.1	0.0	-6.0	5.2
C=CCn1nnnc1-c1cccc(Cl)c1	7.0	-1.0	-1.7	-0.1	-5.1	13.0	0.0	-15.6	-2.9
Cc1ccc(NC(=O)CCS(=O)(=O)c2ccccc2)cc1S(=O)(=O)N1CCOCC1	-6.2	-0.3	-7.0	-0.1	4.3	-11.9	0.0	6.0	3.2
Cc1cc(C)n2c(SCc3nnc(-c4cccs4)o3)nnc2n1	6.4	-1.7	-3.7	-0.1	6.3	-4.2	2.0	3.7	-5.5
CCC(CO)Oc1cc(NCc2ccc(C(C)(C)C)cc2)c2ncn(C(C)C)c2c1 (stereo not drawn)	1.6	nt	nt	0.0	nt	nt	4.0	12.9	nt
CC12CCC(=O)N1C(C(=O)Nc1ccccc1N1CCOCC1)CS2 (stereo not drawn)	6.2	-0.2	5.8	0.1	2.8	9.5	0.0	10.7	-1.6
Cc1oc(-c2ccccc2F)nc1CS(=O)(=O)CC(=O)NCc1ccccc1Cl	-3.0	0.8	7.7	0.0	-3.0	7.1	0.0	-4.2	8.3
CC(C)(c1ccc(O)cc1)c1ccc(O)cc1	3.9	-1.8	-1.7	-0.1	-0.6	-1.1	1.0	6.4	-0.9
COc1ccc(S(=O)(=O)N2CCC(C(=O)NCCC(=O)Nc3nccs3)CC2)cc1	-1.9	1.5	2.2	0.5	-1.2	0.9	0.0	14.7	0.4
Cn1nc(-c2ccccc2)c2ncc(C(F)(F)F)cc21	1.1	1.0	5.3	-0.3	-3.0	7.3	2.0	2.5	-0.7
O=C(NC(=O)c1ccc(C(F)(F)F)cc1)Nc1ccc(-c2cnco2)cc1	1.7	2.4	-1.1	0.1	-2.1	0.2	nt	1.1	2.8
COc1nc(NC23CC4CC(CC(C4)C2)C3)nc(OC)n1	0.2	-1.1	11.0	0.5*	-1.6	-0.1	0.0	28.3	-3.5
COc1ccc(N2CCN(C(=O)C(OC(C)=O)c3ccccc3)CC2)cc1 (stereo not drawn)	-1.9	2.5	5.0	-0.2	2.3	2.3	1.0	-3.8	2.6
c1ccc2c(c1)oc1c(N3CCOCC3)ncnc12	-0.9	-0.7	-0.5	0.4	-2.6	6.7	0.0	5.3	1.0
Cc1ccc[n+](Cc2ccc([N+](=O)[O-])cc2)c1	6.7	1.7	3.7	0.1	-2.5	3.3	0.0	10.6	1.3
CC(C)[C@H](NC(=O)NCCc1ccc(Cl)cc1)C(=O)O	-2.0	1.0	1.0	-0.3	1.0	3.4	0.0	4.8	-4.4
CCc1cc2c(=O)c(-c3nc4ccccc4n3C)c(CCCC(=O)O)oc2cc1OC(=O)C(C)(C)C	1.9	1.1	9.0	0.1	3.3	7.5	1.0	9.7	2.5
COc1ccc(N2CCN(C(=O)c3oc4c(c3C)C(=O)CCC4)CC2)cc1	0.6	-1.8	3.3	0.0	-4.9	2.6	1.0	3.5	-6.6
O=C(Nc1ccc(NC(=O)c2cc([N+](=O)[O-])ccc2N2CCOCC2)cc1)c1cccs1	0.4	nt	7.5	0.1	1.0	7.4	1.0	-2.6	-4.6
O=C(Nc1nnc(C2CCCO2)s1)c1ccc(Br)cc1 (stereo not drawn)	2.8	nt	0.7	0.0	1.9	4.9	0.0	-4.9	3.5
Cn1cc(Cl)c(C(=O)OCC(=O)Nc2ccccc2)n1	0.9	1.6	1.1	-0.1	0.0	-2.3	1.0	-12.0	2.5
CC(=O)Oc1ccc(/C=c2\sc3ncnn3c2=O)cc1	-3.0	-1.2	6.4	0.0	1.6	0.3	0.0	10.8	-5.4
Nc1c2c(nc3ccccc13)N(c1ccccc1)CC2	0.3	-1.3	8.3	-0.1	5.9	4.8	0.0	14.9	11.9
COc1ccc2cc(OC)c(C(=O)N3CCOCC3)cc2c1	7.2	-0.2	4.1	-0.1	1.2	7.7	0.0	29.4	-1.5
CN(CC(=O)Nc1ccc(Cl)c(C(F)(F)F)c1)C(=O)c1cnccn1	1.6	nt	nt	-0.2	nt	nt	0.0	2.7	nt
Cc1c(O)ccc2c(CN3CCN(C/C=C/c4ccccc4)CC3)cc(=O)oc12	7.1	-1.1	5.0	0.1	-4.0	2.2	2.0	5.1	1.9
CCN(CC)C(=O)c1ccc(N)cc1	-1.5	0.0	-5.5	-0.1	6.4	5.1	0.0	-10.9	-4.6
CCC1CCc2sc(C(=O)OCC(=O)N(CCOC)c3c(N)n(Cc4ccccc4)c(=O)[nH]c3=O)cc2C1 (stereo not drawn)	5.1	4.3	1.6	0.0	-2.1	-1.8	5.0	3.6	-9.6
Cc1c(C(=O)C(=O)N2c3ccccc3CC2C)c2ccccc2n1C (stereo not drawn)	4.3	-2.3	1.0	0.4	0.1	-2.2	1.0	-0.8	4.3
Cc1cccc(NC(=O)c2ccc3c(c2)OCCO3)c1C	-0.4	0.2	3.0	0.0	1.6	-0.3	5.0	-5.1	-6.7
C[C@H]1COC(=O)[C@@H](Cc2ccc(F)cc2)CC/C=C/C[C@@H](CC(=O)N(CCO)Cc2ccccc2)C(=O)N1	-3.0	nt	nt	0.6	nt	nt	0.0	8.2	nt
c1ccc(Nc2nc(N3CCOCC3)nc(N3CCOCC3)n2)cc1	6.9	-1.4	2.9	-0.2	-0.5	0.4	0.0	1.1	-6.1
CCOC(=O)c1c(C)[nH]c(C)c1S(=O)(=O)Nc1ccc(CN2CCCCC2)cc1	-0.6	0.8	1.6	0.1	1.0	-2.3	0.0	3.0	-3.8
CCc1cccc(CC)c1NC(=O)CSc1nc2ccc(N3C(=O)C4C(C3=O)[C@H]3C=C[C@@H]4C3)cc2s1 (stereo partly drawn)	-3.5	-3.3	-11.2	0.0	-1.2	-31.0	0.0	8.4	-0.7
CCCn1c(N)c(N2CCCCC2)c(=O)n(CC(=O)Nc2ccccc2)c1=O	5.8	2.1	-4.4	0.0	1.4	-6.9	0.0	-1.4	-2.0
O=C(Nc1ccc(Br)cc1)c1ccc(F)c(S(=O)(=O)N2CCN(c3ccccn3)CC2)c1	3.7	-0.2	9.7	0.1	1.3	5.9	0.0	6.4	4.8
Cn1c(SCC(=O)Nc2nc3ccccc3s2)nnc1-c1ccccc1	6.3	nt	-1.4	0.3	-10.2	-5.5	0.0	9.4	2.2
COc1cccc(CNC(=O)c2cc3c(C)nc4ccccc4c3o2)c1	2.3	5.0	1.3	-0.1	-2.6	-7.3	3.0	15.0	-7.6
